hcGAS lum – human cGAS inhibition; 0.081% of 290,000 active; Q8N884; inhibition, % at 12.5 µM; recombinant h-cGAS, ATP depletion, Kinase-Glo luminescence;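 further: 0% = vehicle reaction and 100% = reaction without DNA for no activity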
Target sequence (Q8N884 whole entry, looked up): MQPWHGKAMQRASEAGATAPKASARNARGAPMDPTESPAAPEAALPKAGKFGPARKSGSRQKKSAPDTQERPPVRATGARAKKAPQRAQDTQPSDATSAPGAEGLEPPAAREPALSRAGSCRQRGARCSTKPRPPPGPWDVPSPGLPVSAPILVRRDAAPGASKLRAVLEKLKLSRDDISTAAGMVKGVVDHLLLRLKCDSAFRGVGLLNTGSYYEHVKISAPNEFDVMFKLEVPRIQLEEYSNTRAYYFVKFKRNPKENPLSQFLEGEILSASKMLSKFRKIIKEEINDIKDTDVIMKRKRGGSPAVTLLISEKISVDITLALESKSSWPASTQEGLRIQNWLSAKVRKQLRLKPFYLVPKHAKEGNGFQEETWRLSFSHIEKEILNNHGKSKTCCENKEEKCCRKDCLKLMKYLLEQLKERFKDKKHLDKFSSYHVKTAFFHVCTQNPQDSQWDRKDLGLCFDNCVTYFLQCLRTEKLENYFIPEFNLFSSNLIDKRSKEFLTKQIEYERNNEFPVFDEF
NPYLR7 ag – mosquito NPYLR7 agonism; HEK293T NPYLR7/Galpha15, GCaMP6s calcium fluorescence; activation, % at 10 µM; 0.15% of 270,000 active; in the data active means activation above about 40%;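 further: 0% = vehicle and 100% = reference agonist at the receptor; some compounds past the cut are filed as inactive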
mcGAS inh – blocks mouse cGAS activity; recombinant cGAS, Kinase-Glo ATP depletion luminescence; inhibition, % at 12.5 µM; 0.15% of 160,000 active; Q8C6L5;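 further: 0% = negative control wells and 100% = reference inhibitor with no enzyme activity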
* hit, by the source's call. Unless noted, no stated cut-off is given here; in the data, active means inhibition above about 40%; inactive means the rest.

For C=CCN(CC=C)C(=O)c1cc(CCC)[nH]n1 the results were hcGAS lum -2 and NPYLR7 ag 4.
`O=C(C(c1ccccc1)c1ccccc1)N1CCN(CCCOC(c2ccc(Cl)cc2)c2ccc(Cl)cc2)CC1` gave hcGAS lum -3, NPYLR7 ag 4 and mcGAS inh -7.
COc1cccc(COc2coc(CN3CCCN(S(=O)(=O)c4ccc5c(c4)CN(C(=O)C(F)(F)F)CC5)CC3)cc2=O)c1 was read as hcGAS lum -8, NPYLR7 ag 33 and mcGAS inh -6.
For CN(Cc1ccccc1)c1cc(Cl)nc(SCc2cccc(C(=O)N3CCC(Cc4ccccc4)CC3)c2)n1 the results were hcGAS lum -7, NPYLR7 ag 14 and mcGAS inh -4.
Screening CCc1nc2n(n1)C(=O)C(C(c1cccc(Cl)c1)N1CCCCC1)S2 (stereo not given) returned hcGAS lum -8, NPYLR7 ag -1 and mcGAS inh -7.
Screening CC(C)(C)NNC(=O)c1cccc(C(=O)NNC(C)(C)C)c1 returned hcGAS lum -3 and NPYLR7 ag -3.
COc1ccccc1-c1cc(-c2ccccc2)nc(SC(C(N)=O)c2ccccc2)c1C#N (stereo not given) was read as hcGAS lum -1, NPYLR7 ag 8 and mcGAS inh -4.
Screening CCn1c(SCc2ccc(C(=O)NCc3ccco3)cc2)nnc1-c1cccs1 returned hcGAS lum -3, NPYLR7 ag 2 and mcGAS inh -4.
`CC(C)CCN(Cc1ccc(OS(C)(=O)=O)cc1)S(=O)(=O)c1ccccc1` gave hcGAS lum -11, NPYLR7 ag 13 and mcGAS inh -5.
For O=C(NN=Cc1ccc(O)cc1O)c1ccncc1 the results were hcGAS lum -6 and NPYLR7 ag 0.
`Cc1ccc(Cn2c(C)c(C)n3c4c(=O)[nH]c(=O)n(C)c4nc23)cc1` gave hcGAS lum 1, NPYLR7 ag -7 and mcGAS inh -3.
O=C(c1ccc(-c2ccccc2)cc1)N1CCC2(CC1)SCCN2C(=O)C1CCCCC1 was read as hcGAS lum -10 and mcGAS inh -6.
COC(=O)c1cccc(CN2C(=O)C(C)Sc3ccccc32)c1 (stereo not given) was read as hcGAS lum -5, NPYLR7 ag 0 and mcGAS inh -1.
For CCC(CC)C(=O)N(C)c1c(C)nc2ccc(C(=O)NCCNC(C)=O)cn12 the results were hcGAS lum -6, NPYLR7 ag 14 and mcGAS inh -3.
Screening CC1Oc2c(C(=O)Nc3cccc(C(N)=O)c3)cccc2C1C (stereo not given) returned hcGAS lum -5, NPYLR7 ag -2 and mcGAS inh -6.
For O=C(NS(=O)(=O)Cc1cc(-c2ccccc2)no1)C1CCOCC1 the results were hcGAS lum -3 and NPYLR7 ag 1.
`CCOC(=O)C(NC(C)=O)(Nc1ccc(S(=O)(=O)Nc2ccncn2)cc1)C(F)(F)F` (stereo not given) gave hcGAS lum -5 and NPYLR7 ag 5.
O=c1cc(Cn2ccnc2)c2cc3c(cc2o1)CCC3 was read as hcGAS lum -1, NPYLR7 ag 9 and mcGAS inh -9.
`O=C(O)c1cc(Br)nn1-c1ccc(F)cc1` gave hcGAS lum -3 and NPYLR7 ag -4.
Cc1ccccc1-c1nc2ccccn2c1NC1CCCCC1 was read as hcGAS lum 1, NPYLR7 ag -4 and mcGAS inh 0.
`CCc1ccc(CN2CCC(n3nccc3NC(=O)Nc3cccc(F)c3)CC2)o1` gave hcGAS lum -4 and NPYLR7 ag 4.
Screening COc1ccc(NC2CCCN(C(=O)c3ccccc3C(F)(F)F)C2)cc1OC (stereo not given) returned hcGAS lum -7 and NPYLR7 ag 1.
Screening CC1CC(C)CN(C(=O)COC(=O)C2CCN(C(=O)NC3CC3)CC2)C1 (stereo not given) returned hcGAS lum -5 and NPYLR7 ag 8.
`CCn1nnnc1SCc1ccc(C(=O)N2C3CCC2CC(Oc2ccc4c(c2)OCO4)C3)cc1` (stereo not given) gave hcGAS lum -6, NPYLR7 ag 0 and mcGAS inh -8.
Screening Cc1nc(CNC(C)CCc2c[nH]c3ccccc23)cs1 (stereo not given) returned hcGAS lum -5, NPYLR7 ag 10 and mcGAS inh -19.
Screening C=CCn1cc(CNC(C(=O)N(C)C)c2ccccc2)c(C)n1 (stereo not given) returned hcGAS lum -5, NPYLR7 ag 4 and mcGAS inh -7.
Screening CCCCC(CC)CNC(=O)c1cnc2c(-c3ccc(F)cc3)cnn2c1C (stereo not given) returned hcGAS lum -4, NPYLR7 ag 19 and mcGAS inh -6.
CCOC(=O)c1c(NC(=O)c2cc3ccccc3o2)sc(C(N)=O)c1C was read as hcGAS lum -11 and NPYLR7 ag 11.
For CN(CCc1c[nH]c2ccccc12)C(=O)CN1C(=O)C2SCCN2C(=O)c2ccccc21 (stereo not given) the results were hcGAS lum -1 and NPYLR7 ag 3.
`CN1CCN(c2nc(C(=O)NCC3CC3)cs2)C1=O` gave hcGAS lum -12 and NPYLR7 ag 0.
For Cc1ccc(Nc2nn(CC(=O)Nc3cccc(F)c3)c(N)c2S(=O)(=O)c2ccccc2)cc1 the results were hcGAS lum -4, NPYLR7 ag 0 and mcGAS inh -10.
For Nc1cc(N)nc(SCC(=O)Nc2ccc3oc4ccccc4c3c2)n1 the results were hcGAS lum -8 and NPYLR7 ag 3.
Screening CCC(Nc1ncnc2sccc12)c1cccc(S(N)(=O)=O)c1 (stereo not given) returned hcGAS lum -2 and NPYLR7 ag 4.
`Cc1cc(C)c(Cn2ccnc2CNCc2cccnc2)c(C)c1` gave hcGAS lum -5, NPYLR7 ag 11 and mcGAS inh -5.
For CCOc1ccc(NC(=O)c2c(NC(C)=O)sc3c2CCCC3)cc1 the results were hcGAS lum -6, NPYLR7 ag 3 and mcGAS inh -7.
CCc1ccc(-c2cncc(C(=O)NCCCOC)c2)cc1 was read as hcGAS lum 3 and NPYLR7 ag 4.
CCCCCn1c(C2CC(=O)N(c3ccc(OC)cc3)C2)nc2ccccc21 (stereo not given) was read as hcGAS lum -1 and NPYLR7 ag 4.
Screening Cc1ccc(S(=O)(=O)NCCc2nc(-c3ccncc3)cs2)cc1 returned hcGAS lum 1 and NPYLR7 ag -3.
Screening COc1c[nH]c(CN2CCCC(N(C)CCc3ccccc3)C2)cc1=O (stereo not given) returned hcGAS lum -5, NPYLR7 ag 5 and mcGAS inh -15.
Screening O=C(NCCCN1CCN(c2ccccc2)CC1)NCc1ccc(Cl)cc1 returned hcGAS lum -10 and NPYLR7 ag -1.
CCCn1c(=O)c2c(nc3n2CCCN3c2ccc(C)c(C)c2)n(C)c1=O was read as hcGAS lum -7, NPYLR7 ag 8 and mcGAS inh -8.
Cc1ccc(CN2CCN(C(=O)c3csc(C)n3)CC2=O)cc1 was read as hcGAS lum -10 and NPYLR7 ag 1.
`C=CCN1CC(c2nc3ccccc3n2CCCOc2c(C)cccc2C)CC1=O` (stereo not given) gave hcGAS lum -11, NPYLR7 ag 15 and mcGAS inh -10.
Cc1cc(C(=O)NCc2ccco2)nc2cc(-c3ccccc3)nn12 was read as hcGAS lum -3, NPYLR7 ag 19 and mcGAS inh -7.
For Cc1cc(C)nc(SCc2cc(=O)c(OC(=O)c3ccccc3[N+](=O)[O-])co2)n1 the results were hcGAS lum -6, NPYLR7 ag -13 and mcGAS inh -6.
Screening Cc1cc(O)c(CN2CCCC2)c2c1C(=O)/C(=C/c1ccncc1)O2 returned hcGAS lum 3, NPYLR7 ag 5 and mcGAS inh 11.
For CC(C)NC(=O)CN(C)C(=O)CCCOc1ccccc1Br the results were hcGAS lum -8 and NPYLR7 ag 5.
COc1cccc(CSc2nnc(C(C)NC(=O)C(C)(C)CCl)n2-c2cc(Cl)ccc2C)c1 (stereo not given) was read as hcGAS lum -4, NPYLR7 ag -1 and mcGAS inh -6.
For O=C(Cn1c(CO)cnc1SCc1ccc(C(F)(F)F)cc1)NC1CCCC1 the results were hcGAS lum 2 and NPYLR7 ag 3.
`O=C1CCCN1Cc1ccccc1Cn1cc(C2CC=CCC2)nn1` (stereo not given) gave hcGAS lum -6 and NPYLR7 ag 5.

Two neighbouring compounds already listed, quoted:
For O=C(Cn1c(CO)cnc1SCc1ccc(C(F)(F)F)cc1)NC1CCCC1 the results were hcGAS lum 2 and NPYLR7 ag 3.
`O=C1CCCN1Cc1ccccc1Cn1cc(C2CC=CCC2)nn1` (stereo not given) gave hcGAS lum -6 and NPYLR7 ag 5.

Going on with the list:
For COc1ccc2oc(=Nc3ccccc3F)c(C(=O)NC(C)=O)cc2c1 the results were hcGAS lum -3, NPYLR7 ag -6 and mcGAS inh -6.
`O=C(NC1CCCC1)c1ccc(CN2CCCCC2)cc1` gave hcGAS lum -2, NPYLR7 ag -10 and mcGAS inh -4.
COCCn1cc(C(=O)Nc2cccc(OC)c2)c2nn(-c3ccccc3)c(=O)c-2c1 was read as hcGAS lum -7, NPYLR7 ag 7 and mcGAS inh -10.
`CCC(C)NC(=O)c1c(C(F)(F)F)nn(C2CCCN(C)C2)c1C` (stereo not given) gave hcGAS lum -5 and NPYLR7 ag 12.
Cc1nc2ncc3c(=O)n(Cc4ccc5c(c4)OCO5)ccc3n2n1 was read as hcGAS lum -5 and NPYLR7 ag 1.
For COc1ccccc1Oc1ncccc1CNC(=O)CSC the results were hcGAS lum -5, NPYLR7 ag 2 and mcGAS inh -9.
Cc1nc2c(c(=O)[nH]1)CCN(C(=O)c1cnc(N3CCCCC3)nc1C)C2 was read as hcGAS lum -4 and NPYLR7 ag 4.
CC(C)COC(=NC(=O)c1cccs1)N(C)C1CCN(C)CC1 was read as hcGAS lum -7, NPYLR7 ag -5 and mcGAS inh -4.
Screening COc1ccc(-c2nccc(N3CCCC(O)C3)n2)cc1C (stereo not given) returned hcGAS lum -6 and NPYLR7 ag 5.
For Cc1nc2cc(F)cc(C(=O)Nc3ccc(Cl)c(C(N)=O)c3)c2nc1C the results were hcGAS lum -1 and NPYLR7 ag 4.
Screening CCn1c(CCC(=O)NC2=NCCS2)nc2cc(S(=O)(=O)N(C)C)ccc21 returned hcGAS lum -1, NPYLR7 ag 0 and mcGAS inh -11.
`CCC1SC(c2ccccc2C)N(CCN(C)C(=O)Nc2ccccc2OC)C1=O` (stereo not given) gave hcGAS lum -5, NPYLR7 ag 1 and mcGAS inh -8.
For O=C(C1CCC(C(=O)N2CCc3ccccc32)CC1)N1CCc2ccccc21 (stereo not given) the results were hcGAS lum -12, NPYLR7 ag 24 and mcGAS inh -9.
`Cn1cc(CNC2CCOCC2)c(-c2cc3ccccc3o2)n1` gave hcGAS lum -4 and NPYLR7 ag -4.
For COc1cccc(CN2C(=O)c3cnc(C)nc3C[C@H]2C)c1 the results were hcGAS lum -6 and NPYLR7 ag 4.
Screening COc1ccc(-n2c(C)cn3c4c(=O)n(C(C)C(C)=O)c(=O)n(C)c4nc23)cc1Cl (stereo not given) returned hcGAS lum 1 and NPYLR7 ag 5.
CSc1cccc(NC(=O)c2cccc(S(=O)(=O)N3CCOCC3)c2)c1 was read as hcGAS lum -13 and NPYLR7 ag 2.
`CC1(C)NC(=O)N(CCCC(=O)NCCc2ccc(Cl)cc2Cl)C1=O` gave hcGAS lum -10 and NPYLR7 ag 1.
For CCc1ccc(S(=O)(=O)NCCc2sc(-c3cccc(F)c3)nc2C)s1 the results were hcGAS lum -5, NPYLR7 ag 6 and mcGAS inh -7.
`Cn1cc(-c2cc3c(Nc4cccc(OC(F)(F)F)c4)nccc3n2C)cn1` gave hcGAS lum -6, NPYLR7 ag 15 and mcGAS inh -7.
`CN1CCN2CCN(C(=O)CCCOc3ccccc3)CC2C1=O` (stereo not given) gave hcGAS lum 4, NPYLR7 ag 0 and mcGAS inh 1.
For COCC(=O)N1CCCN(Cc2ccnc(C(C)C)n2)CC1 the results were hcGAS lum -4 and NPYLR7 ag -1.
Screening CCCc1nc(C)cc(N2CCCn3nc(C(=O)O)cc3C2)n1 returned hcGAS lum -3, NPYLR7 ag 0 and mcGAS inh -19.
O=C(c1cc2n(n1)CCN(Cc1ccc(C(F)(F)F)cc1)C2=O)N1CCN(C(=O)c2ccco2)CC1 was read as hcGAS lum -2, NPYLR7 ag 16 and mcGAS inh -5.

Among those listed so far, eight contain a Cl atom.
`O=C(C(c1ccccc1)c1ccccc1)N1CCN(CCCOC(c2ccc(Cl)cc2)c2ccc(Cl)cc2)CC1` gave hcGAS lum -3, NPYLR7 ag 4 and mcGAS inh -7.
For CN(Cc1ccccc1)c1cc(Cl)nc(SCc2cccc(C(=O)N3CCC(Cc4ccccc4)CC3)c2)n1 the results were hcGAS lum -7, NPYLR7 ag 14 and mcGAS inh -4.
Screening CCc1nc2n(n1)C(=O)C(C(c1cccc(Cl)c1)N1CCCCC1)S2 (stereo not given) returned hcGAS lum -8, NPYLR7 ag -1 and mcGAS inh -7.
Screening O=C(NCCCN1CCN(c2ccccc2)CC1)NCc1ccc(Cl)cc1 returned hcGAS lum -10 and NPYLR7 ag -1.
COc1cccc(CSc2nnc(C(C)NC(=O)C(C)(C)CCl)n2-c2cc(Cl)ccc2C)c1 (stereo not given) was read as hcGAS lum -4, NPYLR7 ag -1 and mcGAS inh -6.
For Cc1nc2cc(F)cc(C(=O)Nc3ccc(Cl)c(C(N)=O)c3)c2nc1C the results were hcGAS lum -1 and NPYLR7 ag 4.
Screening COc1ccc(-n2c(C)cn3c4c(=O)n(C(C)C(C)=O)c(=O)n(C)c4nc23)cc1Cl (stereo not given) returned hcGAS lum 1 and NPYLR7 ag 5.
`CC1(C)NC(=O)N(CCCC(=O)NCCc2ccc(Cl)cc2Cl)C1=O` gave hcGAS lum -10 and NPYLR7 ag 1.

Bioassay records from PubChem BioAssay.
